High-throughput results: PubChem, The Scripps Research Institute Molecular Screening Center
V1R ag counter: activates human V1a receptor in oxytocin agonist counter-screen; P37288; CHO-V1R cells, Fluo-8 calcium fluorescence, agonist mode; 0% DMSO, 100% 3 nM vasopressin; activation, % at 3 µM; 320,000 compounds, 0.25% hits; AID 2797;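 active = activation above the mean activation of all tested compounds plus 3 SD, per screening run, cut at about 20% in these data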;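 note: signal is peak over basal fluorescence ratio across a 100 second FLIPR read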
Target sequence (P37288 whole entry, looked up): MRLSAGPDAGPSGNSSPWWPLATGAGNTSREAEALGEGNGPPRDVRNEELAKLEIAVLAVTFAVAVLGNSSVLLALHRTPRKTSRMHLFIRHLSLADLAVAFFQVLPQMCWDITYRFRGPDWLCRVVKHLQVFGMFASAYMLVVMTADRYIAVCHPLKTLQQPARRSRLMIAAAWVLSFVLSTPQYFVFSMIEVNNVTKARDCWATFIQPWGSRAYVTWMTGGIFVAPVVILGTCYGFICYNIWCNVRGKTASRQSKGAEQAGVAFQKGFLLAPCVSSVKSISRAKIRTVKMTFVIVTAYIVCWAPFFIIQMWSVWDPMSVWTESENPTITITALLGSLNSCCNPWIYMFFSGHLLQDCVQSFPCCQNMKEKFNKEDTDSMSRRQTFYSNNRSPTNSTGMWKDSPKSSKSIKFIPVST
GalR3 antagonist: blocks the human galanin receptor 3 | 360,000 compounds, 0.44% hits | inhibition, % at 3 µM | O60755 | HEK293 GalR3-CNG cAMP membrane potential fluorescence; galR3 body fused to GalR1 C-terminus;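 active = inhibition above the screen-wide average plus 3 SD, cut at about 13% in these data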;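 note: forskolin and galanin both at EC90 stimulate the cells; cAMP rise reported by CNG channel membrane potential dye signal; 0% = forskolin plus galanin with DMSO and 100% = forskolin alone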
Target sequence (O60755 1-299 limits assumed): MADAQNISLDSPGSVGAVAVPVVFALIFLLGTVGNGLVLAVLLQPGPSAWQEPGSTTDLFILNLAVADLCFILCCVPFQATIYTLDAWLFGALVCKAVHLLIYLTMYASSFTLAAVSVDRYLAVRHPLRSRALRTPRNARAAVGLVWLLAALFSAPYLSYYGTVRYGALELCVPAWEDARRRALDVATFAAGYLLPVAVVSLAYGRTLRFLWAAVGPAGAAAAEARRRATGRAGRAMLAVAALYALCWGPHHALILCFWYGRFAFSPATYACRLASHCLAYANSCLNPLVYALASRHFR
OXTR ag: human OXTR agonism; P30559; CHO-OTR cells, Fluo-8 calcium fluorescence; normalized: DMSO 0%, oxytocin 100%; activation, % at 3 µM; 320,000 compounds, 0.32% hits; AID 2435;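 active = activation above the mean of all tested compounds plus 3 SD, cutoff set per screening run, cut at about 20% in these data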;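 note: peak over basal fluorescence ratio from a 100 s FLIPR kinetic read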
Target sequence (P30559 whole entry, looked up): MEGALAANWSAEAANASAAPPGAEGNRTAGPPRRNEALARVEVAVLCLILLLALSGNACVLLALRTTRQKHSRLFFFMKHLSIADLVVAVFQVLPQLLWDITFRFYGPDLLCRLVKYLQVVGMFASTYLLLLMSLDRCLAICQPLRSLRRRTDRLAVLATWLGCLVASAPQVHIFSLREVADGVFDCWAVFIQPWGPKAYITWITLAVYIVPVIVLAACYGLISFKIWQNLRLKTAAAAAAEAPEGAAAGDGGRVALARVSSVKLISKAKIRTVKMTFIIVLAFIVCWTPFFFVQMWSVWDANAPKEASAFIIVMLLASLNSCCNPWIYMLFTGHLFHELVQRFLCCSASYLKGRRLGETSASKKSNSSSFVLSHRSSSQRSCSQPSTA
* marks the source's active call; other numbers are inactive results. An excerpt. The share of hits here may be higher or lower than overall.

Screens in order: V1R ag counter	GalR3 antagonist	OXTR ag
1) O=C(Nc1ccccc1N1CCOCC1)c1ccc(F)c(S(=O)(=O)N2CCOCC2)c1
 : 0.1	-5	-0.8
2) COC(=O)Cc1ccc(NC(=S)N2CCN(CCO)CC2)cc1
 : 0.3	0	0.9
3) N#CC1(NC(=O)CSc2nnc(Nc3ccccc3F)s2)CCCC1
 : 0.9	0	0.9
4) CCCCNc1c(-c2ccc(-c3cccc(Cl)c3)cc2)nc2ccc(Cl)cn12
 : -0.1	-3	0.4
5) COc1ccc(-c2cccc(NS(=O)(=O)c3cc([N+](=O)[O-])ccc3Cl)c2)nn1
 : 6.5	-2	5.3
6) Cc1csc(=O)n1CCC(=O)OCc1nnc(-c2ccccc2)o1
 : 0.7	1	0.5
7) CC(C)c1ccc(CN2CCN(C(=O)CSc3nnnn3C3CC3)CC2)cc1
 : 7.3	97*	7.0
8) C=CCC[C@@H](Cc1ccc(F)cc1)C(=O)OC[C@@H](Cc1c[nH]c2ccccc12)NC(=O)[C@@H](CC=C)CC(=O)N[C@H](CO)Cc1ccccc1
 : 0.1	-11	0.6
9) CC(C)NC(=O)N(C)C[C@H]1Oc2ccc(NC(=O)Cc3ccccc3)cc2C(=O)N([C@H](C)CO)C[C@@H]1C
 : 3.3	-3	2.5
10) COc1cc2sc(-c3ccc(S(C)(=O)=O)cc3)c(C#CCO)c2cc1OC
 : -0.6	2	-0.6
11) CCOc1cc(N2CCOCC2)c(OCC)cc1NC(=O)COC(=O)c1ccc(Cl)cc1N
 : 0.0	-4	0.0
12) CCCCN(C(=O)c1cc2c(s1)CCC2)c1c(N)n(CC(C)C)c(=O)[nH]c1=O
 : 0.1	-5	0.8
13) O=C(CSc1nc2ccccc2c(=O)n1-c1ccc(F)cc1)NC1CC1
 : -0.3	-7	-1.0
14) Cc1ccc(C(=O)NCC(=O)NCC(c2cccs2)N2CCOCC2)cc1 (stereo not drawn)
 : -0.8	-3	-0.8
15) Cc1ccc(S(=O)(=O)N2CCCCC2)cc1NC(=O)C1CC(=O)N(Cc2ccco2)C1 (stereo not drawn)
 : -0.6	-5	-0.9

Single records (already shown).
CCCCNc1c(-c2ccc(-c3cccc(Cl)c3)cc2)nc2ccc(Cl)cn12 as listed: V1R ag counter: -0.1; GalR3 antagonist: -3; OXTR ag: 0.4
COc1ccc(-c2cccc(NS(=O)(=O)c3cc([N+](=O)[O-])ccc3Cl)c2)nn1 as listed: V1R ag counter: 6.5; GalR3 antagonist: -2; OXTR ag: 5.3
CCCCN(C(=O)c1cc2c(s1)CCC2)c1c(N)n(CC(C)C)c(=O)[nH]c1=O as listed: V1R ag counter: 0.1; GalR3 antagonist: -5; OXTR ag: 0.8

Next section
Screens in order: V1R ag counter	GalR3 antagonist	OXTR ag
16) CC(C)(C)NC(=O)N1CCN(S(=O)(=O)c2ccc3c(c2)CCC3)CC1
 : -0.3	-6	-0.3
17) CCOC(=O)c1c(C)[nH]c(C)c1C(=O)COC(=O)Cc1ccc(OC)c(OC)c1
 : 2.4	1	0.9
18) CC1(C)C(=O)N(CCN2CCC(C(=O)c3ccc(F)cc3)CC2)c2ccccc21
 : 7.6	-2	8.5
19) COCCn1c(N)c(N(Cc2ccccc2)C(=O)c2cc(=O)[nH]c3ccccc23)c(=O)[nH]c1=O
 : 1.0	1	0.8
20) CCn1cc(C(=O)NC2CCCCCC2)c(=O)c2cc(S(=O)(=O)N3CCCCC3)ccc21
 : 1.3	-3	0.4
21) Cc1ccc(S(=O)(=O)N2CCN(C(=O)COC(=O)Cc3ccc(Cl)cc3)CC2)c(C)c1
 : 7.2	-2	8.5
22) CC1CCCC(C)N1C(=O)COC(=O)Cc1c[nH]c2ccccc12 (stereo not drawn)
 : 1.1	-6	1.2
23) NS(=O)(=O)c1cccc(Nc2nc3ccccc3nc2NS(=O)(=O)c2ccc(Cl)cc2)c1
 : 0.1	-2	-0.9
24) O=C(C[C@@H]1C/C=C/CCCC(=O)O[C@H](c2ccccc2)CNC1=O)NCCO
 : 1.1	1	1.0
25) COc1cc(OC)cc(C(=O)OCC(=O)c2cc(C)n(CC3CCCO3)c2C)c1 (stereo not drawn)
 : 6.9	-3	10.0
26) O=C(NCC(=O)N1CCN(c2ccccc2O)CC1)c1ccc(Br)o1
 : 1.1	-4	1.3
27) COc1ccc(S(=O)(=O)N2CCCCCC2)cc1C(=O)N(C)CC(=O)Nc1ccccc1Cl
 : -0.2	-1	0.1
28) O=C(N/N=C/c1ccccc1Br)c1cccc(S(=O)(=O)N2CCOCC2)c1
 : 0.3	-3	-1.2
29) O=C(CSc1nc(C(F)(F)F)cc(=O)[nH]1)Nc1nccs1
 : 1.0	0	-0.9
30) C[C@@H]1NS(=O)(=O)[C@H]2C[C@@H]3C=C[C@]2(O3)[C@H]1OC(=O)c1ccccc1Br
 : -0.2	-5	0.9

Some values from the list:
OXTR ag with compound 18 stands at 8.5
OXTR ag with compound 5 stands at 5.3

Next part.
Screens in order: V1R ag counter	GalR3 antagonist	OXTR ag
31) COc1cccc([C@@H]2CC=C(C(=O)O)[C@H](c3ccc(F)cc3)N2S(=O)(=O)c2ccc(C)cc2)c1
 : 0.4	-3	0.4
32) O=C(CCc1nc2sc3c(c2c(=O)[nH]1)CCCC3)Nc1ccccc1Cl
 : -0.2	-3	-0.1
33) COc1ccc(Cl)c2sc(N(CCN(C)C)C(=O)c3ccc4c(c3)OCCO4)nc12
 : -0.1	-9	1.8
34) CN(Cc1c(F)cccc1Cl)C(=O)CNC(=O)c1sc2ccccc2c1Cl
 : -1.1	-3	-0.9
35) Cc1ccc(S(=O)(=O)N(C)c2ccc(OCC(=O)Nc3ccc(C(=O)N(C)C)cc3)cc2)cc1C
 : 7.8	-4	7.8
36) O=C(NCC(=O)N1CCN(Cc2ccccc2)CC1)c1cccs1
 : 1.9	0	2.9
37) Cc1ccc(Cn2nc(C)c(C(=O)NCC(c3cccs3)N3CCOCC3)c2Cl)cc1 (stereo not drawn)
 : 0.4	-1	-2.3
38) CCN(CC(=O)Nc1c(F)cccc1F)C(=O)c1cc([N+](=O)[O-])ccc1N1CCOCC1
 : -0.2	0	-1.2
39) CCOc1cc(C(=O)NCc2ccccc2)ccc1OCC(=O)N1CCCCC1
 : 0.4	-3	-1.1
40) CCN(c1ccc(NC(=O)COC(=O)/C=C/c2ccco2)cc1)C(C)C
 : -0.5	-2	-1.3
41) CCOC(=O)[C@@H]1[C@H]2COc3cc(OC)ccc3[C@@H]2N2C(=O)N(c3ccccc3)C(=O)[C@]12C
 : -0.3	-2	-1.3
42) CCNC(=O)C(=O)NCC1CCCN1S(=O)(=O)c1cccs1 (stereo not drawn)
 : 0.8	2	1.4
43) Nc1cc(=O)[nH]c(SCC(=O)Nc2ccc(S(=O)(=O)N3CCCC3)cc2)n1
 : 1.2	-4	1.5
44) O=C(COC(=O)/C=C/c1cccc(Br)c1)NC1CCCCC1
 : 0.7	-3	0.4
45) COc1cc(N)c(Cl)cc1C(=O)OCC(=O)NCC1CCCO1 (stereo not drawn)
 : 0.8	-5	0.3
46) COc1ccc(Cn2nnc3ccccc32)cc1
 : 1.0	-10	1.6
47) CC[C@@]1(C(=O)OC)N[C@H](CN(C)C(=O)NC(C)C)[C@@H]2C(=O)N(Cc3ccccc3)C(=O)[C@@H]21
 : 1.7	-6	0.4
48) C#CCOCCOCCOCCNc1nc(N2CCN(C(=O)[C@H]([C@@H](C)O)n3cc(CCCCN)nn3)CC2)nc(N2CCN(C(=O)[C@H](CCCCN)n3cc(CC(C)O)nn3)CC2)n1 (stereo partly drawn)
 : 3.5	-6	-0.1
49) CCN(CC(=O)Nc1ccc(OC)cc1)C(=O)c1ccc(NS(=O)(=O)c2ccc(C(C)=O)cc2)cc1
 : 0.5	-3	0.6
50) O=C(COC(=O)/C=C/c1ccc(Cl)cc1)NC1CCCCCC1
 : 0.1	6	1.0
51) CCOc1ccc(/C=N/NC(=O)c2ccc(O)cc2)cc1CN1CC2CC(C1)c1cccc(=O)n1C2 (stereo not drawn)
 : 0.9	0	-0.1
52) CCC(COC)Oc1cc(NCc2ccccc2)c2ncn(C(C)C)c2c1 (stereo not drawn)
 : 2.6	0	0.1
53) Cc1cccnc1NC(=O)CNC(=O)c1cccs1
 : 1.2	-3	0.7
54) CCOC(=O)c1ccc(S(=O)(=O)Nc2cc(S(=O)(=O)Nc3ccc(OC)cc3)ccc2O)cc1
 : 1.3	-3	-1.0
55) CCOc1ccc(CCNC(=O)COn2nnc3ccc(S(=O)(=O)N4CCOCC4)cc32)cc1OCC
 : -0.2	-1	-0.8
56) CS(=O)(=O)c1ccc(Cl)c(NC(=O)CSc2nnc(C3CC3)n2C2CC2)c1
 : 0.0	-3	-0.2
57) O=C(NC(=O)c1cc([N+](=O)[O-])ccc1Cl)C1=C(N2CCCC2)COC1=O
 : -0.7	-6	-0.1
58) O=C(CCNS(=O)(=O)c1ccccc1C(F)(F)F)NCCCN1CCOCC1
 : 0.3	-1	0.8
59) CN(CC(=O)Nc1ccc(Cl)c(C(F)(F)F)c1)C(=O)c1cccs1
 : 5.0	-6	3.5
60) O=C(O)CC1c2ccccc2CCN1S(=O)(=O)c1cccs1 (stereo not drawn)
 : 1.6	0	-0.8
61) COCCN(Cc1nc2ccccc2c(=O)[nH]1)C(=O)COc1c(C)cc(Cl)cc1C
 : 4.8	-2	4.1
62) COc1ccc(N2CCN(C(=O)COC(=O)Cc3ccc(F)cc3)CC2)cc1
 : 2.1	-6	1.6
63) Cc1ccc(S(=O)(=O)N2CCC(C(=O)OCC(=O)N(Cc3ccccc3)C(C)(C)C)CC2)cc1C
 : -1.0	-5	-0.8
64) CCN(CC(=O)Nc1c(F)cccc1F)C(=O)CCOc1ccccc1
 : 0.2	0	-0.6
65) CCCCN(C(=O)c1[nH]c(C)c(C(=O)OCC)c1C)c1c(N)n(CCCC)c(=O)[nH]c1=O
 : 0.2	-3	0.0
66) O=C(c1ccc(Cl)c(S(=O)(=O)N2CCCCCC2)c1)N1CCCC(C(F)(F)F)C1 (stereo not drawn)
 : 1.5	0	-0.1
67) COC(=O)c1ccc(NC(=O)C2CCN(C(=O)Nc3ccccc3)CC2)cc1
 : 2.2	1	2.8
68) CC(=O)Nc1cccc(NC(=O)CSc2nnc3ccc(-c4ccncc4)nn23)c1
 : 0.4	-1	0.5
69) CC(C)(C)c1ccc(OCC(O)CN2CCc3ccccc3C2)cc1 (stereo not drawn)
 : -0.1	-9	-0.5
70) CCc1cc2c(COC(=O)CCNS(=O)(=O)c3cccc(C(F)(F)F)c3)cc(=O)oc2cc1O
 : 0.7	3	0.4
71) O=C(NCc1cccc2ccccc12)c1cccs1
 : 1.9	-5	-0.6
72) C[C@H](CO)N1C[C@H](C)[C@@H](CN(C)S(=O)(=O)c2ccccc2)Oc2ccc(NC(=O)Cc3ccccc3)cc2C1=O
 : 0.4	-1	2.2
73) CC(NC(=O)CN1C(=O)NC2(CCCC2)C1=O)c1ccc2ccccc2c1 (stereo not drawn)
 : 0.0	-3	0.1
74) CCc1ccccc1NC(=O)CN1CCN(C(=O)CNC(=O)c2ccc(-c3ccccc3)cc2)CC1
 : 9.5	-4	13
75) N#CCc1ccccc1C(=O)OCC(=O)N(Cc1ccccc1)Cc1ccccc1
 : 2.2	-9	1.1
76) C=CCn1c(SCC(=O)NC2CCCC2)nc2sc(C)cc2c1=O
 : -0.7	-2	-0.7
77) CCCN(C(=O)C1=COCCO1)c1c(N)n(Cc2ccccc2)c(=O)[nH]c1=O
 : -0.2	1	-0.2
78) Cc1ccccc1C(=O)NNC(=O)c1cccn1C
 : 2.0	-3	1.6
79) O=C(COc1ccc(F)cc1Br)NCC1(N2CCOCC2)CCCCC1
 : 0.5	-5	-2.3
80) Cc1noc(C)c1C(=O)OCC(=O)Nc1ncc(C(F)(F)F)cc1Cl
 : 0.6	-5	0.5
81) Cc1ccc(CN2C(=O)C(C)Nc3ncnc(N4CCOCC4)c32)cc1 (stereo not drawn)
 : 1.1	-4	0.0
82) Cc1ccc(OCCNC(=O)CCc2ccccc2)cc1C
 : -0.6	-6	-1.3
83) CCCCn1c(N)c(N(CCC(C)C)C(=O)COC(=O)c2sccc2C)c(=O)[nH]c1=O
 : -0.1	-1	-1.6
84) Cc1ccc(C)c(-c2nnc(NC(=O)COc3ccccc3)o2)c1
 : -0.8	-4	0.0
85) CCCCCC(=O)Nc1cccc(S(=O)(=O)NC2=NCCC2)c1
 : -0.2	4	-1.1
86) Cc1ccc(C(=O)NCc2ccccc2CN2CCCC2)cc1S(=O)(=O)N1CCOCC1
 : 0.1	-4	2.0
87) C[C@H](CO)N1C[C@H](C)[C@@H](CN(C)Cc2ccc(C(=O)O)cc2)Oc2c(NC(=O)c3ccncc3)cccc2C1=O
 : 1.2	-2	0.5
88) Cc1ccc(S(=O)(=O)N2CCCCC2)cc1NC(=O)C1CC(=O)N(c2ccc3c(c2)OCCO3)C1 (stereo not drawn)
 : -0.7	-5	-0.1
89) C[C@H](CO)N1C[C@H](C)[C@@H](CN(C)S(=O)(=O)c2cccs2)Oc2ccc(NC(=O)CCC(F)(F)F)cc2C1=O
 : -0.2	1	0.8
90) CCCCC(=O)OCc1c(-c2cccc(OC)c2)ncc2ccccc12
 : 0.1	-4	-1.4

The results go on:
Screens in order: V1R ag counter	GalR3 antagonist	OXTR ag
91) Cc1nnc(SCC(=O)Nc2nccs2)n1N
 : 2.0	-2	0.1
92) Cc1cc(C(=O)OCC(=O)N(C)c2ccccc2)c(C)o1
 : 0.2	-6	-1.7
93) Cc1ccc(C(=O)Nc2ncccc2C)cc1S(=O)(=O)N1CCOCC1
 : 0.5	-6	0.0
94) COc1ccc(OC)c(-c2csc(NC(=O)CN3C(=O)C4CCCCC4C3=O)n2)c1 (stereo not drawn)
 : 1.1	-3	2.9
